# Screening data (PubChem BioAssay)
# ALOX12 inhib = blocks human 12-lipoxygenase activity. purified 12-hLO, xylenol orange hydroperoxide absorbance. 0.12% of 150,000 active. P18054. Potency, µM (titrated, usually from 57.1 µM), inactives show at the highest dose activity change, negative = inhibition, usual class: inhibitors. AID 1452; note: potency is the fitted concentration of half-maximal effect; nearly all actives have a fitted effect of over 55% in size; many of its hits are not listed in these tables
# Target sequence (P18054 whole entry, looked up): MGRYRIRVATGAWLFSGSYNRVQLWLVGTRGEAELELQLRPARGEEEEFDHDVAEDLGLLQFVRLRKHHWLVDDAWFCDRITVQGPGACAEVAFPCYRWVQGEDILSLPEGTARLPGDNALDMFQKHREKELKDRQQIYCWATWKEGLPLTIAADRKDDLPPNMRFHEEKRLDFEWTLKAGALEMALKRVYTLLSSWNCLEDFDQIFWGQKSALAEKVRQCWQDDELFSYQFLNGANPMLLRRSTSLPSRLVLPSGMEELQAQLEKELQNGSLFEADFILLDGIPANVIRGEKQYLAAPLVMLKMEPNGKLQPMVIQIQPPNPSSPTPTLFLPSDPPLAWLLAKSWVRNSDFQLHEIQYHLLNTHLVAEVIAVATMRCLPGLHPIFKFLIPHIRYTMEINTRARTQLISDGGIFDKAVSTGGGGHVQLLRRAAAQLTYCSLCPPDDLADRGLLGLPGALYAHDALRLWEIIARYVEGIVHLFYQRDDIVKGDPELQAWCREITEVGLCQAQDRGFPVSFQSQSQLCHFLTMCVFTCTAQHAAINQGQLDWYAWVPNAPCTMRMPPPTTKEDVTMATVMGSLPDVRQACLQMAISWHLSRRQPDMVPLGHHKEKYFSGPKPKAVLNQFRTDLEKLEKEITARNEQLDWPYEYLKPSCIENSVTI
#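 Hydroperoxide formation by human 12-lipoxygenase from 40 uM arachidonic acid was followed colorimetrically via ferric-xylenol orange complex, using the 573/405 nm absorbance ratio. Enzyme concentration was 150 nM, with 30 min reaction at room temperature.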
# IMPase inh = membrane-permeable compound that blocks inositol monophosphatase; CHO-M1 cells, IP1 accumulation, HTRF TR-FRET ratio; 120,000 tested, under 10 active; P97697; inhibition (IP1 accumulation), % at 46.1 µM; active = well fitted curve in the direction sought with a large enough effect in the signal ratio, not every such curve was filed as active; inconclusive = small, poorly fitted or top-dose-only effect, or a change in a side signal; inactive = no such curve, though single readings can be large or run the other way; the % refers to the signal ratio;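 note: cells stimulated with carbachol in lithium chloride buffer; plate controls were DMSO basal wells for no effect and reference inhibitor wells for full effect; higher means more IMPase inhibition seen as more IP1 and lower FRET ratio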
# Target sequence (P97697 whole entry, looked up): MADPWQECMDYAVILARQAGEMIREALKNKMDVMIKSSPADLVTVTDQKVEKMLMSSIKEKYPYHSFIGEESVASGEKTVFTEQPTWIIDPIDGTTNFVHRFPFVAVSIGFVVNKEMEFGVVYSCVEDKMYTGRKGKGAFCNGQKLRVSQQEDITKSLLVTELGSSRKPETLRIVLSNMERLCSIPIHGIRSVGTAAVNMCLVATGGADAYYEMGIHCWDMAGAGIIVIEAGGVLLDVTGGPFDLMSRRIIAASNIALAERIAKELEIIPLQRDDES
#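 In this qHTS, compounds (final up to 46 uM) act on CHO-M1 cells that are then activated through the M1 receptor with carbachol, in pH 7.4 buffer containing 50 mM LiCl, for 30 min. IP1 accumulation is quantified by the IP-One immunoassay.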
# 15-hLO-2 inh = 15-hLO-2 (ALOX15B) enzyme inhibition; Potency, µM (series often up to 57.1 µM), inactives show at the highest dose activity change, negative = inhibition, most hits filed as inhibitors; 0.56% of 110,000 active; purified 15hLO-2, xylenol orange hydroperoxide absorbance; note: potency is the fitted concentration of half-maximal effect; nearly all actives have a fitted effect of over 60% in size; many of its hits are not listed in these tables
#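 Read-out: hydroperoxide product oxidises ferrous iron, measured as xylenol orange complex via the 573-to-405 nm absorbance ratio after 30 min. Reaction: 50 nM enzyme, 15 min compound preincubation, 45 uM arachidonic acid, 90 min RT, Hepes pH 7.5 with Triton X-100.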
# PNC inhibitor = perinucleolar compartment assembly inhibition. PC3M PTB-GFP, PNC prevalence imaging, 16 h; active compounds read low. activity change (PNC), negative = inhibition, % at 10 µM. 3.1% of 140,000 active;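 active = readout at or below -70, meaning at least 70% loss of cells showing the perinucleolar compartment, a nuclear body marking cancer cells; inconclusive = readout between -30 and a set limit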;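 note: plate controls were DMSO wells for no effect and camptothecin positive control wells for full effect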
#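 Read-out is percentage of cells bearing a perinucleolar compartment, from automated 20x imaging of fixed, Hoechst-stained PC3M PTB-GFP cells. Cells were seeded 4 h, then exposed 16 h to compound (23 nl of library stock) in duplicate plates.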
# * hit, by the source's call; ? = inconclusive; . = not tested or not shown; & = joins results of further samples; [ ] = dose if it differs, or a comment. Unless noted, calls come from the whole dose curve; as a rule, active = well fitted curve in the direction sought with a large enough effect; inconclusive = small, poorly fitted or top-dose-only effect, or another doubt; inactive = no such curve, though single readings can be large; an effect the other way counts as inactive or inconclusive. Unless noted, % is set by controls: 0 for no effect and ±100 for the full control effect.
# Labels used below: A = ALOX12 inhib; B = IMPase inh; C = 15-hLO-2 inh; D = PNC inhibitor
CC(C)Oc1ccc(C2CCC(=O)NC2=O)cc1 (stereo not drawn)
  A = 2.9%	B = 4.8	C = .	D = 20.7
CCCCC1CCC(C(=O)N2CCOCC2)CC1 (stereo not drawn)
  A = 0.5%	B = .	C = .	D = -13.4
CSc1ccc2c(c1)N(CCC1CCCCN1C)c1ccccc1S2 (stereo not drawn)
  A = -1.4%&-1.0%	B = .	C = -9.0%	D = -114.6*
CCCCCCN(C(=O)CCCCCN1C(=O)NC(c2ccc(-c3ccccc3)cc2)C(C(=O)OCc2ccccc2)=C1C)C(C(=O)NCCCC)c1cccc(C(=O)OC)c1 (stereo not drawn)
  A = 1.9%	B = .	C = 12.8%	D = .
O=C(c1ccc2c(c1)C(=O)N(Cc1ccco1)C2=O)N1CCOCC1
  A = 6.1%	B = -8.6	C = 0.3%	D = 25.2
CCOC(=O)c1c(NC(=O)C2C3C=CC(C3)C2C(=O)O)sc2c1CCC(C)C2 (stereo not drawn)
  A = -1.2%	B = .	C = .	D = -12.7
CCOC(=O)c1nc(Nc2ccc(C(=O)OC)cc2)c2ccccc2n1
  A = 4.0%	B = ?	C = -8.2%	D = -9.5
CC(=O)N[C@H](Cc1ccc(O)cc1)C(=O)O
  A = 4.4%[11.4 µM]	B = .	C = -2.7%[11.4 µM]	D = .
CC(C)C(C)NC(=O)CSc1nc2scc(-c3ccco3)c2c(=O)n1-c1ccccc1 (stereo not drawn)
  A = ?	B = -6.3	C = ?	D = -28.3
CCc1cc2c(C)cc(=O)oc2cc1OC(=O)C1CCCN1C(=O)OC(C)(C)C (stereo not drawn)
  A = -5.3%	B = -1.2	C = 0.0%	D = ?
COCc1nc(-c2ccc(-c3ccc(C)cc3)nc2OC)no1
  A = -23.2%	B = 3.2	C = 6.4%	D = 64.3
COc1ccc(C(CCNCc2ccccc2)c2ccc(F)cc2)cc1 (stereo not drawn)
  A = -9.5%	B = 10.7	C = .	D = 27.8
CCOC(=O)C1=C(c2ccccc2)NC(=O)NC1c1ccc(N(C)C)cc1 (stereo not drawn)
  A = -7.9%	B = 2.7	C = -10.3%	D = -100.0*
O=C(Nc1nc2c(s1)COc1ccccc1-2)c1cccs1
  A = 3.7%	B = -8.7	C = 9.1%	D = 3.4
COc1ccc(NC(=O)COc2ccc(C(=O)NC3CCCc4ccccc43)cc2OC)cc1 (stereo not drawn)
  A = 8.5%	B = .	C = .	D = ?
Cc1cc(-c2csc(N)n2)c(C)n1-c1ccccc1
  A = -1.2%	B = .	C = .	D = 55.7
Cc1onc(-c2ccccc2Cl)c1C(=O)Nc1nn[nH]n1
  A = 2.6%	B = 5.5	C = 1.2%	D = 36.4
COc1cc(NC(=O)c2ccco2)c(OC)cc1NC(=O)CCC(=O)Nc1cc(C)cc(C)c1
  A = 0.2%	B = -2.3	C = -18.6%	D = ?
Cc1ccc(CNC(=O)C2CC2c2ccccc2)cc1 (stereo not drawn)
  A = -1.5%	B = .	C = .	D = -15.7
O=C(OCn1nnc2ccccc2c1=O)c1cccnc1Cl
  A = 4.8%	B = 5.9	C = -2.1%	D = 1.8
Cc1ccccc1N=C1c2cc([N+](=O)[O-])ccc2-c2ncccc21
  A = -0.1%	B = 6.9	C = .	D = ?
COc1cccc(C2c3c(oc4cc(C)c(C)cc4c3=O)C(=O)N2CCCN(C)C)c1 (stereo not drawn)
  A = 0.3%	B = 7.1	C = 23.2%	D = ?
CC(C)OC(=S)N/C(=N\S(=O)(=O)c1ccccc1)c1ccccc1
  A = -4.2%	B = -1.3	C = -7.4%	D = 34.7
CCc1ccccc1NC(=O)CSc1nnc([C@@H](NC(=O)OC(C)(C)C)C(C)C)o1
  A = -0.6%	B = -2.4	C = -4.2%	D = ?
C=C(C)Cn1c(SCC(=O)N/N=C/c2ccccc2)nc2ccccc2c1=O
  A = 0.3%	B = 2.9	C = .	D = -22.1
COc1cccc(NC(=O)c2ccccc2-c2nc(-c3ccc(Cl)cc3)no2)c1
  A = -13.0%	B = 5.8	C = 5.2%	D = ?
CCCc1cc2c(=O)c(-c3ccc4c(c3)OCCO4)coc2cc1OC(=O)c1ccco1
  A = -0.7%	B = 5.3	C = -1.8%	D = -6.2
Cc1nc(N2N=C3/C(=C/c4ccc(F)cc4)CCCC3C2c2ccc(F)cc2)sc1C(=O)N(C)C (stereo not drawn)
  A = -16.3%	B = 2.9	C = 4.7%	D = -29.2
CC(C)C1OC2(C)OC(=N)C1(C#N)C(C#N)(C#N)C2c1ccccc1 (stereo not drawn)
  A = -6.0%	B = 8.5	C = .	D = ?
Cc1cc(C)cc(C(=O)N(C)[C@H](Cc2ccc(-c3ccccc3)cc2)C(=O)N[C@@H](Cc2c[nH]c3ccccc23)C(=O)O)c1
  A = -12.3%	B = 0.3	C = ?	D = .

# Record cards (already shown). Values in the order: ALOX12 inhib	IMPase inh	15-hLO-2 inh	PNC inhibitor
# C=C(C)Cn1c(SCC(=O)N/N=C/c2ccccc2)nc2ccccc2c1=O as listed: 0.3%	2.9	.	-22.1
# CCc1ccccc1NC(=O)CSc1nnc([C@@H](NC(=O)OC(C)(C)C)C(C)C)o1 as listed: -0.6%	-2.4	-4.2%	?
# CC(C)OC(=S)N/C(=N\S(=O)(=O)c1ccccc1)c1ccccc1 as listed: -4.2%	-1.3	-7.4%	34.7
# CC(C)C1OC2(C)OC(=N)C1(C#N)C(C#N)(C#N)C2c1ccccc1 (stereo not drawn) as listed: -6.0%	8.5	.	?
# COc1cccc(C2c3c(oc4cc(C)c(C)cc4c3=O)C(=O)N2CCCN(C)C)c1 (stereo not drawn) as listed: 0.3%	7.1	23.2%	?

# Arranged by length of the SMILES (ascending): some entries from above.
# Labels used below: A = ALOX12 inhib; B = IMPase inh; C = 15-hLO-2 inh; D = PNC inhibitor
COc1cccc(NC(=O)c2ccccc2-c2nc(-c3ccc(Cl)cc3)no2)c1
  A = -13.0%	B = 5.8	C = 5.2%	D = ?
Cc1nc(N2N=C3/C(=C/c4ccc(F)cc4)CCCC3C2c2ccc(F)cc2)sc1C(=O)N(C)C (stereo not drawn)
  A = -16.3%	B = 2.9	C = 4.7%	D = -29.2
Cc1cc(C)cc(C(=O)N(C)[C@H](Cc2ccc(-c3ccccc3)cc2)C(=O)N[C@@H](Cc2c[nH]c3ccccc23)C(=O)O)c1
  A = -12.3%	B = 0.3	C = ?	D = .

# The list goes on:
# Labels used below: A = ALOX12 inhib; B = IMPase inh; C = 15-hLO-2 inh; D = PNC inhibitor
Cc1ccc(S(=O)(=O)N/N=C\c2cccnc2)cc1
  A = -3.4%	B = -0.4	C = -10.8%	D = -87.8*
CCSc1nc(O)c(Cc2ccccc2)c(=O)[nH]1
  A = 6.0%	B = 5.5	C = -11.0%	D = -6.8
O=C(c1ccc(-n2cnnn2)cc1)N1CCCCC1
  A = 0.1%	B = -0.5	C = .	D = 35.5
CCN(CC)c1ccc(C=Nc2ccc(C)cc2)c(O)c1
  A = -15.4%	B = -6.0	C = .	D = 82.4
COc1ccccc1NC(=O)Cn1c(=O)sc2ccccc21
  A = -2.0%	B = ?	C = -5.9%	D = 13.3
COc1cccc(C(=O)CN(C(=O)c2ccc(Cl)c(Cl)c2)N2C(=O)C3CCCCC3C2=O)c1 (stereo not drawn)
  A = -5.0%	B = 3.9	C = -4.6%	D = 9.7
COCCCNC(=O)c1c(-c2ccccc2)noc1C
  A = -4.0%	B = -5.1	C = -1.7%	D = 21.3
COc1ccc(S(=O)(=O)Nc2c(C(=O)O)[nH]c3ccccc23)c(OC)c1
  A = -3.4%	B = 1.6	C = -18.4%	D = 8.2
COc1ccc(CC(=O)Nc2sc(Cc3ccccc3)c(C)c2C(N)=O)cc1
  A = -5.4%	B = -4.3	C = -12.6%	D = ?
Cc1ccc(S(=O)(=O)N2CCCCC2)cc1NC(=O)COC(=O)C1CC2C=CC1C2 (stereo not drawn)
  A = 0.2%	B = 0.6	C = .	D = 12.3
Cc1cccc(C)c1NC(=O)CC(NCc1ccco1)C(=O)O (stereo not drawn)
  A = 4.1%	B = -1.0	C = -1.0%	D = 19.0
CC(=O)N[C@H]1C(O[C@@H]2O[C@H](C[C@@H](O)[C@H]3O[C@@H](N4CCC(=O)NC4=O)[C@H](O)[C@@H]3O)[C@H](O)[C@H](O)[C@H]2NC(=O)/C=C/CCCCCCCCCCC(C)C)OC(CO)[C@@H](O)[C@@H]1O (stereo partly drawn)
  A = -3.3%[0.00818 µM]	B = .	C = 4.4%[0.0915 µM]	D = .
O=C(C1CCN(S(=O)(=O)c2ccc(F)cc2)CC1)N1CC=C(c2ccccc2)CC1
  A = -9.5%	B = 1.2	C = -0.9%	D = -10.1
CN(C)C=C1C(=O)c2ccccc2C1=O
  A = 0.8%	B = 1.8	C = 1.7%	D = ?
CCCSc1nnc2nc(C)cc(C)n12
  A = 7.1%	B = -0.8	C = 2.0%	D = -11.7
CCN(CC)c1ccc(NC(=O)COC(=O)/C=C/c2nc3ccccc3s2)cc1
  A = 0.3%	B = 9.7	C = .	D = -22.1
Oc1c(Cl)cc(CN(Cc2cc(Cl)c(O)c(Cl)c2)C2CCCCC2)cc1Cl
  A = 1.8%[11.4 µM]	B = .	C = -3.7%[11.4 µM]	D = .
COc1ccccc1CNC(=O)C(C)NS(=O)(=O)c1ccccc1 (stereo not drawn)
  A = 1.1%	B = -1.4	C = -16.0%	D = ?
Cc1cc(C)nc(NS(=O)(=O)c2ccc(N/C=C/C(=O)c3ccc(Cl)cc3)cc2)n1
  A = -6.5%	B = 2.2	C = .	D = -14.4
CCN1C(=O)/C(=C2/C(=O)N3c4c(cc(OC(C)=O)cc42)C(C)=CC3(C)C)SC1=S
  A = -0.6%	B = .	C = .	D = ?
O=C(O)c1ccc2c(c1)N(Cc1ccccc1F)C(=O)c1ccccc1S2=O (stereo not drawn)
  A = -5.2%	B = -2.7	C = -3.9%	D = -3.8
O=C(CCN1CCCCCC1)Nc1cccc(F)c1
  A = 9.1%	B = 0.6	C = 2.2%	D = -15.0
CCOC(=O)C1=C(C)NC(=O)NC1c1ccccc1 (stereo not drawn)
  A = -2.0%	B = .	C = .	D = 2.4
COc1ccc(C(=O)NNC(=O)CN2CCN(c3nc(-c4ccccc4)cs3)CC2)cc1
  A = 5.4%	B = 5.3	C = .	D = 113.4
CCOC(=O)c1cnc2ccc(OCC)cc2c1N1CCN(c2ccccc2)CC1
  A = -11.4%	B = 14.4	C = 4.7%	D = -19.4
COc1ccc(C2CC(=O)C(C=NCCN3CCOCC3)=C(O)C2)cc1 (stereo not drawn)
  A = 2.4%	B = 9.6	C = -3.1%	D = ?
O=C1CCc2cc(S(=O)(=O)N3CCN(c4ccccc4F)CC3)ccc2N1
  A = -2.4%	B = 4.5	C = -7.2%	D = 49.6
C=CCn1c(CCCNC(=O)CCC)nc2ccccc21
  A = 2.3%	B = 0.8	C = .	D = 27.6
O=C1c2oc3ccc(Cl)cc3c(=O)c2C(c2ccco2)N1CCN1CCOCC1 (stereo not drawn)
  A = -15.5%	B = -16.7	C = .	D = -22.9
CCOC(=O)N/N=C1\CCc2ccccc21
  A = 5.3%	B = .	C = .	D = 4.5
CCOC(=O)CCc1c(C)nc(SCCN2CCCC2)c(C#N)c1C
  A = -2.8%	B = 7.0	C = 12.0%	D = -28.5
CSCCC(NC(N)=O)C(=O)N(C)CC(=O)Nc1ccc(C)cc1 (stereo not drawn)
  A = -7.2%	B = 2.2	C = -1.3%	D = 39.4
NC(=O)c1ccc(N=Cc2ccc([N+](=O)[O-])s2)cc1
  A = 0.0%	B = .	C = .	D = ?
CCN(CC(=O)Nc1ccc(N2CCOCC2)cc1)Cc1nc2ccccc2c(=O)[nH]1
  A = 6.0%	B = 5.4	C = 9.8%	D = 19.2
O=C(c1ccc(NC(=O)C2(c3ccccc3)CCOCC2)cc1)N1CCOCC1
  A = -2.3%	B = -4.9	C = -2.5%	D = 4.8
Cc1cc(C)c2c(SCc3ccc(Cl)cc3Cl)nc(N)nc2n1
  A = -9.1%[11.4 µM]	B = .	C = -1.6%[11.4 µM]	D = .
